High-throughput results as filed in PubChem BioAssay.
ASAP1 GAP inh = inhibitors of human ASAP1 ArfGAP activity, primary screen, biochemical, fluorescence polarization; ASAP1-stimulated ARF1 GTP hydrolysis, GDP FP detection; inhibition, % at 16.5 µM; Arf-GAP with SH3 domain, ANK repeat and PH domain-containing protein 1 (Homo sapiens), …; 0.19% of 360,000 active; in the data active means inhibition above about 25%;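 further: 0% = vehicle with enzyme and substrate and 100% = no enzyme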
NPR2 activator = human GC-B receptor activators, primary screen, HEK293 GC-B cells, cGMP TR-FRET, EC30 CNP; Atrial natriuretic peptide receptor 2 (Homo sapiens), P20594; activation, % at 10 µM; 0.11% of 370,000 active; 0% at EC30 CNP, 100% saturating CNP;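 active means activation at 10 µM reaching about 35% in either raw or pattern-adjusted values, limit read from the data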
rCAG binder = binders of r(CAG) RNA repeats, primary screen, biochemical, fluorescence; r(CAG) RNA repeat, TO-PRO-1 dye displacement fluorescence; AID 651821, 2012; inhibition, % at 3 µM; 1.3% of 370,000 active;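 active means inhibition above the plate cutoff, the mean of all test compounds on that plate plus 3 SD, cut at about 35% in these data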;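 further: 0% = DMSO alone and 100% = 100 µM mitoxantrone as full dye displacement; higher means more dye released from RNA so lower well fluorescence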
ARFGAP1 inhibitor = inhibitors of rat ARFGAP1 GAP activity, primary screen, biochemical, fluorescence polarization, GDP tracer; ADP-ribosylation factor GTPase-activating protein 1 (Rattus norvegicus), Q62848; inhibition, % at 16.5 µM; Arfgap1-stimulated ARF1 GTP hydrolysis, GDP FP detection; 0.26% of 360,000 active;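 active means inhibition above a per-plate limit, mean inhibition of low control wells plus 3 SD, cut at about 25% in these data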;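 further: 0% = DMSO wells with enzyme and 100% = wells lacking Arfgap1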
Target sequence (Q62848 1-136 limits assumed): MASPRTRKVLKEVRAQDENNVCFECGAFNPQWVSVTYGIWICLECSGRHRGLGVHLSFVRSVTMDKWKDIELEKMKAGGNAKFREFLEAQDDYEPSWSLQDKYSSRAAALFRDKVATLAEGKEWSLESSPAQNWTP
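System: truncated rat Arfgap1 GAP domain / Medium: HEPES-based buffer, pH 7.5 / Also added: N-terminally truncated human ARF1-GTP substrate / Incubation: enzyme reaction 120 min at 25 °C after 20 min preincubation / Measured by: FP of antibody-bound GDP Alexa 633 tracer, ex 620/em 688 nm / Replicates: singlicate, each compound tested once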
sPLA2-III inh = human group III sPLA2 inhibitors, primary screen, biochemical, QFRET, BODIPY PC-A2 liposome substrate; Group 3 secretory phospholipase A2 (Homo sapiens), Q9NZ20; QFRET BODIPY PC-A2 liposome hydrolysis, fluorescence; inhibition, % at 12.2 µM; 0.56% of 370,000 active; AID 743126, 2013;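 active means inhibition above mean plus 3 SD of compounds lying within the high and low control bounds, cut at about 19% in these data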;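 further: 0% = median of test compound wells and 100% = no enzyme DMSO wells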
Target sequence (Q9NZ20 whole entry, looked up): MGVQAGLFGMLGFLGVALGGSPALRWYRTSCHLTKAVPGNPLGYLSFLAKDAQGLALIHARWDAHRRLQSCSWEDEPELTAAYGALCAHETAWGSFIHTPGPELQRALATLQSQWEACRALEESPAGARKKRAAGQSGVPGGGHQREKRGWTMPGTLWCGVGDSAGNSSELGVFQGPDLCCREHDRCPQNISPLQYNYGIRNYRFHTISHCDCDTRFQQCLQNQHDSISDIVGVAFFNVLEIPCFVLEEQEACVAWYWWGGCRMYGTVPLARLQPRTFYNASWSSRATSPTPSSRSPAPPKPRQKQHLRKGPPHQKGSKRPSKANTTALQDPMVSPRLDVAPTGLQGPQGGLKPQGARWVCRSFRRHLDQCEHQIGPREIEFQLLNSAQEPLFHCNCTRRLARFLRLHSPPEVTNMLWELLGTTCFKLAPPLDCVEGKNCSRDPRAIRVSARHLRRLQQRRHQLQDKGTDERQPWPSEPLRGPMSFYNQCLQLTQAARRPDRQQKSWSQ
ADAM10 inh = human ADAM10 inhibitors, primary screen, biochemical, QFRET, HTS. recombinant ADAM10, EDANS/DABCYL FRET peptide cleavage, 3 h. 0.62% of 370,000 active. inhibition, % at 7 µM;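 active means inhibition above a per-campaign cutoff equal to the mean of compounds falling between control-based bounds plus 3 SD, cut at about 20% in these data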;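 further: 0% = DMSO wells while the 100% control is not disclosed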
DDE Tn6 FP inh = inhibitors of Tn6 peptide binding to fibrin DD(E), primary screen, biochemical, fluorescence polarization, human fibrin, Tn6 probe | Fibrinogen beta chain (Homo sapiens), P02675 | AID 720509, 2013 | inhibition, % at 8.3 µM | Fibrin DD(E) TRITC-Tn6 fluorescence polarization displacement | 0.21% of 370,000 active;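 active means inhibition above a per-campaign cutoff: mean of compounds within control limits plus 3 SD, cut at about 15% in these data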;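 further: 0% = median of all compound wells on the plate and 100% = blocking peptide control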
FXN GAA850 act = FXN promoter activators, primary screen, cell-based, luciferase luminescence, HEK293 lucGAA850; HEK293 lucGAA850 FXN promoter luciferase reporter, 24 h; percent of 10 µM SAHA response; activation, % at 6 µM; 0.56% of 360,000 active; AID 540364, 2011;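 active means activation above the average of all compounds screened plus 3 SD, cutoff fixed separately per campaign, cut at about 7.5% in these data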;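 further: 0% = DMSO wells and 100% = 10 µM SAHA wells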
NPR1 activator = GC-A stimulated cGMP production enhancers – HEK293 GC-A cells, cGMP TR-FRET, EC30 ANP, primary screen | activation, % at 10 µM | 0% at EC30 ANP, 100% saturating ANP | 0.14% of 370,000 active; in the data active means activation above about 40%
proKLK7 act = proKLK7 zymogen activators, primary screen, biochemical, fluorescence intensity | Kallikrein-7 (Homo sapiens), P49862 | purified proKLK7, EDANS-DABCYL substrate fluorescence; 100% is mature enzyme control, 0% vehicle | activation, % at 7 µM | 0.9% of 370,000 active;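 active means activation above the mean of all tested compounds plus 3 SD, computed per campaign excluding outliers beyond control limits, cut at about 13% in these data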
Target sequence (P49862 whole entry, looked up): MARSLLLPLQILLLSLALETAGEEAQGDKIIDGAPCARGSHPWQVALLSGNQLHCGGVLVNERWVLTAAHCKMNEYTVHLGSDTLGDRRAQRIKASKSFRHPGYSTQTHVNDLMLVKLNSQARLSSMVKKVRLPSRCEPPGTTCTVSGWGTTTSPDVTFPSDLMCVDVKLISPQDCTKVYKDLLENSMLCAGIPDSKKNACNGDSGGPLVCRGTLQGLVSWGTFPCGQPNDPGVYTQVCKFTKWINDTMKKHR
An asterisk follows results filed as active; . = not tested or not shown.

SMILES	ASAP1 GAP inh	NPR2 activator	rCAG binder	ARFGAP1 inhibitor	sPLA2-III inh	ADAM10 inh	DDE Tn6 FP inh	FXN GAA850 act	NPR1 activator	proKLK7 act
COc1c(C(C)C)oc2cc3oc(=O)ccc3cc12	-0.5	-4.2	1.4	-5.2	-1.7	-289.2	-5.1	2.9	-0.6	11.4
NC(=O)CSc1nnc(C2CC2)n1-c1ccccc1	-4.0	-2.6	0.8	5.2	6.1	0.5	1.0	2.6	0.5	-0.7
O=C(Nc1ccccc1)C1=C[C@H](c2ccc(C(F)(F)F)cc2)C[C@H](OCCCCO)O1	-1.9	3.1	7.9	3.0	-2.5	6.2	4.2	-0.2	-0.8	0.7
Cc1ccccc1C(=O)N1CCN(c2ccc(NC(=O)Cc3ccccc3)cc2)CC1	14.8	-0.4	-3.0	-9.7	-5.3	7.7	-1.4	-0.8	0.5	0.6
CN1CCN(c2ccc(-c3cc(NC=O)c4ncc(-c5ccccc5)n4c3)cc2)CC1	11.7	1.2	12.1	15.9	-13.6	-1.5	3.4	2.7	-0.2	0.1
c1ccc2c(c1)OCC(c1nn3cnnc3s1)O2 (stereo not given)	-2.8	-1.3	-1.7	8.8	-1.6	2.4	-0.8	3.9	1.2	0.2
Cc1cc(C)c(NC(=O)Cn2c(=O)c3cccn3c3ccccc32)c(C)c1	-3.1	-0.4	4.6	-7.0	-0.5	-6.2	0.5	0.5	9.9	-0.6
O=C(Nc1cccnc1)c1ccc(S(=O)(=O)c2ccc(Cl)cc2)cc1	-14.3	-7.1	2.0	11.9	-15.8	0.9	1.8	0.4	-12.5	0.5
CCOc1cccc(-c2cc(N3CCN(CCO)CC3)n3nccc3n2)c1	-9.7	-1.5	3.3	-9.4	-5.3	-289.0	3.4	2.9	-4.3	4.3
O=C(CSc1nn(-c2ccccc2)c(=S)s1)Nc1ncccn1	25.9*	-5.5	5.4	11.9	-5.6	-8.9	-3.3	1.3	4.6	0.0

For reference, part of the list above:
SMILES	ASAP1 GAP inh	NPR2 activator	rCAG binder	ARFGAP1 inhibitor	sPLA2-III inh	ADAM10 inh	DDE Tn6 FP inh	FXN GAA850 act	NPR1 activator	proKLK7 act
Cc1cc(C)c(NC(=O)Cn2c(=O)c3cccn3c3ccccc32)c(C)c1	-3.1	-0.4	4.6	-7.0	-0.5	-6.2	0.5	0.5	9.9	-0.6
O=C(Nc1cccnc1)c1ccc(S(=O)(=O)c2ccc(Cl)cc2)cc1	-14.3	-7.1	2.0	11.9	-15.8	0.9	1.8	0.4	-12.5	0.5

Following part
SMILES	ASAP1 GAP inh	NPR2 activator	rCAG binder	ARFGAP1 inhibitor	sPLA2-III inh	ADAM10 inh	DDE Tn6 FP inh	FXN GAA850 act	NPR1 activator	proKLK7 act
COC(=O)c1ccc2nc(-c3ccc(Cl)cc3)c(Cc3ccccc3)n2c1	-12.8	29.3	6.3	-0.4	-4.2	-21.4	1.9	.	24.8	-1.0
CCCCn1nnnc1C(c1cc2ccccc2o1)N1CCN(CC(=O)N2CCCC2)CC1 (stereo not given)	-5.3	7.7	0.8	1.9	1.0	-7.1	6.8	.	-0.8	0.1
COc1ccc(CN2CC(=O)N3[C@H]4c5cc(C)ccc5OC[C@@H]4[C@H](c4ccccc4)[C@]3(C)C2=O)cc1	3.3	2.7	-24.0	4.5	-10.4	3.8	-11.0	-3.0	-3.0	1.2
Cc1noc(COc2ccccc2OCC(N)=O)c1Cl	-3.0	-2.0	-0.1	4.1	1.6	-5.3	-2.2	-1.9	-4.2	0.7
O=C1CC(N2CCN(c3ccccc3)CC2)C(=O)N1c1ccc(Cl)cc1 (stereo not given)	7.4	1.9	4.2	7.1	-0.5	-1.2	-6.3	1.7	0.9	-0.2
Cc1ccc(S(=O)(=O)Nc2nc(C)c(C(=O)NNS(=O)(=O)c3ccccc3)s2)cc1	3.0	2.9	13.9	-1.9	-8.3	2.0	-1.7	-0.6	1.8	-0.2
O=C(O)C1CC=CCC1C(=O)Nc1ccccc1C(=O)N1CCN(c2ccccc2)CC1 (stereo not given)	13.8	-1.2	1.2	7.9	-1.8	-7.1	-1.5	-1.5	0.2	-0.2
Cc1ccc2c(n1)sc1c(-c3ccccc3)c(C#N)c(N)nc12	-12.3	-16.0	1.4	-11.2	-4.9	-207.2	-3.2	1.3	-24.0	-1.9
CCO[C@@H]1OC(C(=O)N2CCOCC2)=C[C@H](C2CC2)[C@H]1CCCO	9.1	-1.1	-0.9	-9.0	2.9	-1.1	-3.6	-2.5	-1.0	-0.2
Cc1ccc(SCC(=O)NNC(=O)CNC(=O)c2ccc(Br)cc2)cc1	-0.4	-7.2	0.6	3.5	7.8	-2.3	4.2	1.1	-2.0	0.4

4 of the entries above in order of the FXN GAA850 act value, smallest number first.
SMILES | FXN GAA850 act
Cc1noc(COc2ccccc2OCC(N)=O)c1Cl | -1.9
Cc1ccc(S(=O)(=O)Nc2nc(C)c(C(=O)NNS(=O)(=O)c3ccccc3)s2)cc1 | -0.6
Cc1ccc(SCC(=O)NNC(=O)CNC(=O)c2ccc(Br)cc2)cc1 | 1.1
Cc1ccc2c(n1)sc1c(-c3ccccc3)c(C#N)c(N)nc12 | 1.3

Additional records:
SMILES	ASAP1 GAP inh	NPR2 activator	rCAG binder	ARFGAP1 inhibitor	sPLA2-III inh	ADAM10 inh	DDE Tn6 FP inh	FXN GAA850 act	NPR1 activator	proKLK7 act
CC(C)NC(=O)c1nn(C)c2ccccc12	10.2	-2.9	-2.7	5.0	10.7	-3.8	-1.6	0.8	-1.4	-0.1
CCn1nc(C(=O)OCC(=O)N(CCC#N)c2ccccc2)c2ccccc2c1=O	-4.7	-5.9	-2.2	0.5	3.3	-8.3	0.9	1.0	-2.6	0.4
COc1cccc(C(=O)N2CCN(c3nc4cc(C)cc(C)c4cc3C#N)CC2)c1	1.2	-4.5	5.6	14.8	-30.8	-149.2	0.0	0.7	-0.1	-1.9
Cc1ccc(S(=O)(=O)N2CCN(S(=O)(=O)N3CCCCC3)CC2)cc1C	1.7	4.3	-0.7	-5.3	9.6	-6.3	-3.8	2.3	2.5	0.6
CCOc1ccc(CCNC(=O)COC(=O)COc2cc(C)cc(C)c2)cc1OCC	-6.0	-0.6	-8.2	0.0	1.1	-1.2	-2.1	1.3	-3.6	0.5
CCCNc1nc2c(c(=O)n(C)c(=O)n2C)n1Cc1cccc(C)c1	-0.6	6.4	-4.8	-11.3	6.5	-1.6	3.2	0.4	6.7	-0.2
CCOC(=O)c1sc2ncn(CC(=O)NCC3CCCO3)c(=O)c2c1C (stereo not given)	7.6	-2.1	1.9	9.1	-3.6	-5.3	-4.5	-0.8	-2.1	-0.4
COc1ccc(NC(=O)CSc2ccc(NC(C)=O)cc2)cc1S(=O)(=O)N1CCCCC1	-0.8	0.4	1.4	4.9	-2.6	-1.7	1.1	0.5	-5.9	0.4
O=C1CCC/C(=N\NC(=O)c2ccc(COc3cccc4cccnc34)cc2)C1	-4.5	1.7	0.9	1.5	-84.0	-316.8	-10.3	-1.5	-2.5	-6.4
CCOc1cc(-c2noc(CCC(=O)Nc3cccnc3)n2)ccc1OC	-7.2	-5.5	-3.9	-1.9	-3.8	-7.9	0.3	-1.9	5.7	-0.2
Cc1cccnc1NC(=S)Nc1ncccc1C	-7.7	1.9	11.8	-17.3	2.4	5.9	-4.5	5.7	0.2	-0.1
O=C(Cn1cnc2c(nnn2Cc2ccc(F)cc2)c1=O)Nc1cccc(F)c1	-1.3	-11.0	-1.2	7.7	6.9	-4.9	9.9	2.1	4.6	0.4
CCc1ccc2nc(NC(=O)Cn3cnc4ccccc4c3=O)sc2c1	-6.3	-0.5	-0.1	4.4	8.0	-10.4	-5.6	3.9	3.6	-0.3
O=C(O)CSCc1nc2scc(-c3ccccc3)c2c(=O)[nH]1	-1.7	11.5	0.4	4.7	-2.8	-1.9	1.2	1.4	-0.2	-0.5
Cc1ccc(Sc2ccc(CN3CCCC3)cc2[N+](=O)[O-])cc1	-5.3	2.0	-4.1	3.2	2.7	-12.9	1.7	2.2	-2.0	-0.6
COC(=O)Cc1nnn2c1[C@H](C)[C@H](c1cccc(OC)c1OC)OCC2	-5.1	-0.6	2.7	1.8	-5.0	-0.8	2.6	.	0.4	0.4
COCC(C)n1c(C)cc(C(=O)CN2C(=O)NC(Cc3c[nH]c4ccccc34)C2=O)c1C (stereo not given)	5.6	4.2	-2.8	-19.0	-45.7	10.1	-0.7	-0.7	-2.3	1.0
OCC[C@H]1C[C@H](O)[C@@H](O)[C@@]2(CCCc3ccccc3O2)O1	18.2	6.1	-2.6	-5.6	-0.6	2.5	3.7	0.2	1.5	-1.2
Cc1nn(CC(=O)NCCc2ccc(Cl)cc2)c(C)c1[N+](=O)[O-]	-17.9	-1.5	0.1	1.7	-4.6	6.2	-2.3	0.0	-4.6	0.5
CC1CCN(C(=O)c2ccc(S(=O)(=O)N3CCCC3)cc2)CC1	-4.9	0.7	-3.4	-6.8	7.6	-12.8	4.7	-0.7	3.2	-0.6
CSC1=N/C(=C\c2ccccc2F)C(=O)S1	4.1	-0.9	2.5	4.3	6.8	6.1	6.0	-0.8	5.7	-0.3
Cc1ccccc1C(C(=O)NC1CCCC1)N(C(=O)Cc1cccs1)c1ccc2c(c1)OCCO2 (stereo not given)	-10.0	-9.0	-4.1	3.2	2.1	-5.7	-6.0	-4.9	-27.8	0.4
OCCC1CN(Cc2cccn2-c2ncccn2)CCN1Cc1ccccc1 (stereo not given)	-3.2	-11.7	-5.6	9.9	-1.8	0.9	-9.9	-1.4	-5.8	0.2
CN(C)CCNC(=O)C(C(=O)c1ccccc1)n1ccccc1=O (stereo not given)	2.5	-0.2	1.1	-3.8	-1.2	-0.5	3.6	-0.9	1.3	-0.5
Cc1nc(N)sc1C(=O)N/N=C/c1ccccc1[N+](=O)[O-]	-6.9	-4.5	2.3	-10.8	-3.9	1.5	-1.7	5.7	-8.9	-0.3
COc1cccc(NC(=O)Cn2cc(C(=O)C3CC3)c3ccccc32)c1	-7.5	-7.1	5.2	-2.8	-27.9	-1.9	-7.1	-0.1	-4.1	0.7
Cc1ccsc1C(=O)N1CCC1(C)C(=O)NS(=O)(=O)c1ccc(Br)cc1 (stereo not given)	-4.2	2.9	4.5	-1.0	7.1	-4.7	-3.2	-0.3	5.5	0.0
c1ccc(C2=NNC(=NC3CC3)SC2)cc1	-8.4	1.0	0.2	-4.1	3.2	0.0	-5.9	-4.1	12.0	0.4
COC(=O)c1ccc2nc(-c3ccc(C)cc3)c(Cc3ccc(C)cc3)n2c1	-2.2	50.2*	10.8	2.5	-8.2	-27.0	-4.6	.	34.0	-0.8
Cc1ccc(-n2c(N)cc(=O)nc2SCC(=O)N2CCN(c3ccccc3)CC2)cc1	-1.2	-2.9	-1.8	11.4	0.3	6.3	7.2	2.4	-0.4	0.6
